# Screening data (PubChem BioAssay)
# APJ antagonist: blocks the human apelin receptor APJ; 330,000 tested, 0.32% active; inhibition, % at 20 µM; CHO-K1 APJ beta-arrestin complementation, luminescence; P35414;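 active means inhibition above about 40% at 20 µM, limit read from the data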;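 further: cells challenged with 10 nM apelin-13 agonist together with compound; plate controls were apelin-13 plus DMSO wells for no effect and DMSO wells lacking apelin-13 for full effect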
# CCR6 antagonist: antagonists of human CCR6 receptor; CHO-K1 CCR6 PathHunter beta-arrestin, luminescence, CCL20-stimulated; inhibition, % at 20 µM; 340,000 tested, 0.49% active; AID 493098;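 active means compounds whose inhibition of the agonist-driven luminescence signal at 20 µM reaches about 50%, limit read from the data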;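 further: cells stimulated with CCL20 at 14 nM final; plate controls were DMSO with CCL20 for no effect and DMSO without agonist for full effect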
# Target sequence (P51684 whole entry, looked up): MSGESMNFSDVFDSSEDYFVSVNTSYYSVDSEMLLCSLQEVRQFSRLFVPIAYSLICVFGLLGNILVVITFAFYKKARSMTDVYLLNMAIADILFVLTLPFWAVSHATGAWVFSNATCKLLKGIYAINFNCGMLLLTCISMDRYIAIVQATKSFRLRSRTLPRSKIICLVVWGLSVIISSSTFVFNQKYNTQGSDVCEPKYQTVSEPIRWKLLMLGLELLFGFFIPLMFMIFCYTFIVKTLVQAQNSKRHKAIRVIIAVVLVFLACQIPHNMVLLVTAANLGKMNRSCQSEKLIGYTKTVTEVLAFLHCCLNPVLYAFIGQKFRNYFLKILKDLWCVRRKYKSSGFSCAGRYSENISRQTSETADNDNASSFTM
# APJ agonist: activates the human apelin receptor APJ | CHO-K1 APJ PathHunter beta-arrestin, luminescence; 0% DMSO wells, 100% apelin | P35414 | 330,000 tested, 0.11% active | activation, % at 20 µM;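 active means activation more than six SD over the plate average, tested at 20 µM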;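 further: 0% = DMSO alone and 100% = apelin-13 at 10 nM; some results filed as inactive read as strong as hits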
#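 Material: CHO-K1 APJ beta-arrestin complementation cell line; Input: cell density 1000 per well; Incubation: compound stimulation 90 min at 25 °C, detection 60 min; Signal: luminescence from split beta-galactosidase complementation, Galacton Star/Emerald II substrate; Controls: DMSO-only wells as negative, 10 nM Apelin-13 as positive control.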
# EBI2 antag: EBI2 (human) antagonism; P32249; EBI2 beta-arrestin recruitment, luminescence, 7a,25-OHC stimulated; inhibition, % at 5 µM; 360,000 tested, 0.81% active; AID 651636; in the data active means inhibition above about 38%;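 further: enzyme fragment complementation signal reports receptor beta-arrestin coupling in cells; 0% = agonist plus DMSO wells and 100% = wells without agonist; some results beyond the cut were filed as inactive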
# CXCR6 block: inhibitors of human CXCR6 receptor; O00574; CHO-K1 PathHunter CXCR6 beta-arrestin, luminescence; inhibition, % at 20 µM; 360,000 tested, 0.36% active; in the data active means inhibition above about 34%, passing the limit was not always enough;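 further: antagonist mode with CXCL16 agonist at 10 nM final; 0% = 10 nM CXCL16 with DMSO and 100% = unstimulated wells without agonist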
# Target sequence (O00574 whole entry, looked up): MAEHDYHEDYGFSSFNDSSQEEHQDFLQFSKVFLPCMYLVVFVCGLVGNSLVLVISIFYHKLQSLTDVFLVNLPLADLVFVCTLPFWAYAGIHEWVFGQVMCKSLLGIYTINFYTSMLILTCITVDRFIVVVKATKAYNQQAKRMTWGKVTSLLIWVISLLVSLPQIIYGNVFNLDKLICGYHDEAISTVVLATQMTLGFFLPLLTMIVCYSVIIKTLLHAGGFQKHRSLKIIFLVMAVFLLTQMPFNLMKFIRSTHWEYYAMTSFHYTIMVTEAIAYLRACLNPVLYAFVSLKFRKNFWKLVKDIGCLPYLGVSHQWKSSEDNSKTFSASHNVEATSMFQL
# UBC13 polyUb: blocks human UBC13 polyubiquitin chain formation; P61088; 330,000 tested, 0.47% active; inhibition, % at 20 µM; TR-FRET; AID 485273; in the data active means inhibition above about 45%, passing the limit was not always enough
# Target sequence (P61088 whole entry, looked up): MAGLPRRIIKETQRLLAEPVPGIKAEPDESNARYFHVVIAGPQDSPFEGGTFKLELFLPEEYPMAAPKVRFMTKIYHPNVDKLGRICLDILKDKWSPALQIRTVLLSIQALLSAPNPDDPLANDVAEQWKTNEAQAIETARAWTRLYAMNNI
# ATG4B inh: ATG4B (human) cysteine protease inhibition. Q9Y4P1. ATG4B cleavage of LC3-PLA2, NBD-HPC fluorescence, 1 h. inhibition, % at 8.33 µM. 340,000 tested, 0.51% active; in the data active means inhibition above about 40%
# Gli-Sufu antag: blocks Gli-Sufu signaling in a luciferase reporter; Sufu-KO-LIGHT fibroblasts, Gli luciferase reporter luminescence; inhibition, % at 5 µM; 340,000 tested, 0.74% active; AID 588413;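 active means inhibition above about 55%, limit read from the data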;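 further: 0% = DMSO-treated cells and 100% = wells with medium but no cells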
# Numbers without * were called inactive; / = no result given.
SMILES,APJ antagonist,CCR6 antagonist,APJ agonist,EBI2 antag,CXCR6 block,UBC13 polyUb,ATG4B inh,Gli-Sufu antag
Cc1ccc2nc(C)c(C)nc2c1N,7,-9,-6,-10,-8,-14,0,0
CCCCN(C(=O)C1CCN(C(=O)c2ccccc2C)CC1)c1c(N)n(CC(C)C)c(=O)[nH]c1=O,/,8,/,10,-6,/,4,-9
COC(=O)CSc1nnc(CNc2ccc(Cl)cc2)n1Cc1ccccc1,27,16,1,-16,-3,2,7,-1
O=C(CSc1nnc(N2CCOCC2)n1-c1cccc(F)c1)N1CCN(c2ccccn2)CC1,20,7,0,4,8,4,5,0
CN(NC(=O)c1ccccc1)C1=NS(=O)(=O)c2ccccc21,-27,0,-1,3,-3,-8,2,-1
Cc1ccccc1NC(=O)Cn1nnc2sc3c(c2c1=O)CC(C)(C)OC3,11,-3,-5,9,9,-3,-7,4
O=C(O)CCC(=O)/C=C/c1ccccc1,-11,10,-4,-1,0,1,-9,0
CCC(CC)COC(=O)C1=C(C)NC(=O)NC1c1cccc([N+](=O)[O-])c1 (centres undefined),-3,8,4,-8,1,0,6,62*
CC1CCN(C(=O)CCc2nnc(-c3ccccc3)o2)CC1,9,7,0,4,-2,2,4,2
COc1ccc(S(=O)(=O)N(C)CC(=O)Nc2ccc3c(c2)OCCO3)cc1,0,7,-2,5,-8,7,-2,-2
CCc1cc2c(=O)c(Oc3ccccc3F)c(C)oc2c(CN(C)C)c1O,-6,-8,-2,-9,2,14,5,-22
O=C(Cn1cnc2c(nnn2Cc2ccccc2)c1=O)c1ccc(Cl)cc1,-4,-7,9,-6,-2,4,-3,-9
NS(=O)(=O)c1ccc(NC(=O)/C(=C/c2ccncc2)NC(=O)c2ccccc2)cc1,-21,3,-2,1,-3,-4,4,13
NC(=O)C1(N2CCCCC2)CCN(S(=O)(=O)c2cc(Cl)ccc2Cl)CC1,9,-5,7,-9,0,9,-2,-5
COc1ccc(S(=O)(=O)N(CC(C)C)C2CCS(=O)(=O)C2)cc1OC (centres undefined),0,6,-2,-4,-5,-12,5,7
O=C(CSc1ccc(Br)c2cccc(Cl)c12)Nc1ccc(S(=O)(=O)Nc2nccs2)cc1,-1,12,-2,2,-10,-14,48*,-2
CC1=NNC(=O)/C1=C\c1cn(-c2ccccc2)nc1-c1ccc(F)cc1,/,9,/,86*,-4,/,4,17
COc1ccccc1N1CCN(C(=O)CCS(=O)(=O)c2ccc3c(c2)oc(=O)n3C)CC1,19,20,-1,1,-8,-6,8,-7
O=C(c1ccccc1)c1ccc(Cn2cc(CCCO)nn2)cc1,9,0,-2,-9,-6,3,-2,24
C/C(Cc1ccccc1)=N\NC(=O)CNC(=O)c1ccc(C(C)(C)C)cc1,18,3,-3,12,16,1,-5,-8
CN(C)S(=O)(=O)c1ccc(NC(=O)N2CCOCC2)cc1,6,1,1,-2,1,-3,-2,-6
CC(=O)C(C)n1cnc2scc(-c3ccc(C)cc3)c2c1=O (centres undefined),7,6,-1,6,0,-4,-4,1
COc1ccc(CN(C)S(=O)(=O)c2nnc(NC(=O)c3ccccc3Br)s2)cc1,8,13,-3,-7,10,3,27,-4
CCN(CC)S(=O)(=O)c1ccc(NC(=O)CCC2CCCCC2)cc1,/,13,/,16,-2,/,1,15
O=C(COC(=O)c1n[nH]c(=O)c2ccccc12)c1ccccc1,26,15,-2,3,-2,0,6,1
O=C(Nc1ccc(Cl)c(Cl)c1)N1CCCCCC1,7,-2,-5,-10,-4,-3,-2,-72
Cc1nnc(SCCOc2ccccc2)s1,-3,15,2,-9,2,-1,4,13
Cc1ccc(C(=O)Nc2ccc(C(=O)N/N=C/c3ccc(C)o3)cc2)cc1,-7,19,-1,5,-1,-10,-1,25
O=C(C1CCCO1)N1CCN(S(=O)(=O)c2ccc(Br)cc2)CC1 (centres undefined),-3,15,-4,0,-7,-4,-5,5
CC(=O)N[C@@H](Cc1c[nH]c2ccccc12)C(=O)OCC(=O)Nc1ccc(Cl)c(S(=O)(=O)N(C)C)c1,-7,7,-1,0,-2,2,-10,-6
COc1ccccc1N1CCN(S(=O)(=O)CCNC(=O)C2CCCCC2)CC1,-4,0,6,-12,-1,-6,-9,-5
Cc1ccc(NC2=CC(=O)CC(c3ccc(Cl)cc3)C2)cc1 (centres undefined),1,1,-2,82*,9,4,7,12
O=[N+]([O-])c1ccccc1-c1ccc(CN2CCN(c3ccccc3)CC2)o1,-17,3,3,1,-2,-2,9,10
Cc1cccc(OCCCC(=O)NNC(=O)c2ccncc2)c1,-7,16,1,-3,3,1,-1,-14
CC(=O)Oc1ccc2ccccc2c1C(NC(=O)Cc1ccccc1)c1ccccc1Cl (centres undefined),17,11,1,24,13,-7,-26,-3
CCn1cc(CN2CCC(n3nccc3NC(=O)CCCc3ccccc3)CC2)c(C)n1,20,16,-4,-2,1,10,-8,-4
CCOC(=O)N1CCN(Cc2c(F)cccc2Cl)CC1,8,-5,-4,-9,-11,5,3,-2
CCOC(=O)NC(=O)CSc1nnc(C)s1,11,-2,-2,-6,-3,-6,1,5
O=C(NCc1cccs1)C1CCCN(S(=O)(=O)c2ccc3c(c2)OCO3)C1 (centres undefined),10,-10,1,4,4,5,1,-4
COc1cccc(C(C(=O)NC2CCCCC2)N(CCN2CCOCC2)C(=O)C2COc3ccccc3O2)c1 (centres undefined),13,12,-4,-1,-5,3,-3,5

# Reprinted at random: 2 compounds from above, in no set order.
SMILES,APJ antagonist,CCR6 antagonist,APJ agonist,EBI2 antag,CXCR6 block,UBC13 polyUb,ATG4B inh,Gli-Sufu antag
CCOC(=O)N1CCN(Cc2c(F)cccc2Cl)CC1,8,-5,-4,-9,-11,5,3,-2
Cc1nnc(SCCOc2ccccc2)s1,-3,15,2,-9,2,-1,4,13

# More results:
SMILES,APJ antagonist,CCR6 antagonist,APJ agonist,EBI2 antag,CXCR6 block,UBC13 polyUb,ATG4B inh,Gli-Sufu antag
Cc1ccc(-c2nc(CSc3nc4ccccc4c(=O)n3CCO)cs2)cc1,-3,0,-2,7,3,8,-3,1
COc1cc(C#Cc2c(-c3cncn3C)n(C)c3ccc(-c4ccc(CN5CCOCC5)cc4)cc23)cc(OC)c1,-13,-4,3,31,-5,25,-2,-1
Cc1cccc(C)c1NC(=O)NCCCN1CCN(c2ccccc2)CC1,-16,1,-2,2,2,2,1,2
N#Cc1nc(Cc2ccccc2)oc1N1CCCC1,19,19,-4,-2,1,4,-6,-15
Cc1ccc2nc(-c3ccc4c(c3)NC(=O)CO4)cn2c1,8,7,3,4,-8,-11,-1,-31
CC(C)c1cc(Br)ccc1OCCCN1C(=O)NC(C)(C)C1=O,-3,23,-1,1,-2,-17,3,10
CCNc1nc2c(c(=O)n(C)c(=O)n2C)n1Cc1ccc(Cl)cc1,-9,4,2,-6,0,13,-3,71*
CCOC(=O)C(NCCCO)c1ccccc1 (centres undefined),20,-9,-4,-14,-7,-1,1,-14
Cc1ccc(N2C(=O)c3sc4nnc(C)c(=O)n4c3C2=O)cc1,22,-6,-6,-2,-4,10,-3,7
CC(=O)c1ccc(N2CCN(C(=O)CCCn3c(=O)[nH]c4ccc(Br)cc4c3=O)CC2)cc1,-25,-12,0,11,-16,-4,-7,-4
COc1ccc(Nc2oc(-c3ccc(OC)cc3)nc2C#N)cc1,-35,4,6,-1,-16,-3,-5,-24
Nc1ccc(Cc2ccc([N+](=O)[O-])cc2)cc1,/,5,/,-3,3,/,4,-5
Cc1c(NC(=O)c2ccccc2NC(=O)c2ccccc2)cccc1C(=O)O,7,17,-3,-1,-1,7,3,-8
CN(C)CCNC(=S)Nc1ccc(Cl)cc1,-6,-1,0,-4,0,6,-6,-2
COc1ccccc1CC(=O)Nc1ccc2c(C)cc(=O)oc2c1,0,-5,-2,-14,-6,8,-3,-2
C1CCC(n2nnnc2CN2CCCC2)CC1,-1,1,0,-3,2,-2,4,1
CCOc1ccc(-n2ccnc(SCC(=O)NCCc3ccccc3)c2=O)cc1,-67,10,6,0,4,8,-18,-7
O=C(CN1CCC(C(=O)c2ccc3c(c2)OCCO3)CC1)Nc1ccccc1C(F)(F)F,-1,3,2,1,2,18,3,8
COC(=O)C1=C(C)NC2=C(C(=O)c3ccccc32)C1c1ccc(-c2ccc(C(=O)O)cc2)o1 (centres undefined),11,17,7,-22,-12,-26,29,4
COc1cccc(C2CC3(CC(C)(C)NC(=S)N3)Oc3cc(O)ccc32)c1 (centres undefined),19,-6,-2,-14,15,10,-1,-6
O=C1CC(c2ccc3ccccc3c2)NN1 (centres undefined),5,8,2,-8,0,-21,-5,9
Cc1cc(C)c2cc(C(=O)Nc3ccc4c(c3)OCO4)[nH]c2c1,-26,-2,4,/,/,-5,-2,7
CCOC(=O)c1cc(=O)c2ccc(OCc3ccccc3)cc2o1,-5,17,0,11,-12,-2,-9,-4
S=C(Nc1ccccc1)N1CCN(c2ccccc2)CC1,/,-9,/,-11,0,/,2,5
Cc1ccc(C(=O)Nc2ccccc2[N+](=O)[O-])cc1S(=O)(=O)N1CCOCC1,-35,2,2,3,-10,-2,2,-3
Cc1cccc(C)c1NC(=O)CSc1nnc([C@H](C)NC(=O)OC(C)(C)C)o1,14,-3,0,-6,-1,-4,-3,5
CCC(C)NC(=O)CC(C)C (centres undefined),0,7,-4,-5,0,14,-4,6
Cc1c(Br)cccc1NC(=O)c1sccc1-n1cccc1,-6,13,2,9,-2,12,22,15
Cc1cc(Cl)ccc1OCCCC(=O)OCC(=O)c1c(N)n(C)c(=O)n(C)c1=O,-7,5,-3,-3,-12,2,-24,4
Cc1c(Cl)cccc1NC(=O)CCC(=O)N/N=C/c1ccco1,-17,-3,-5,2,4,-4,-10,4
CCc1ccccc1NC(=O)c1cc([N+](=O)[O-])ccc1N1CCOCC1,10,14,-9,6,-6,-9,-2,2
Cc1ccc(NC(=O)CN(C)C(=O)CSc2nnnn2C)cc1,-25,-1,1,-12,-3,21,-5,8
CCN1CCN(CC(O)COC(C)C)CC1 (centres undefined),14,-5,-5,-6,-5,-11,-6,-8
CC1(C)Cc2c(c(-c3ccccc3)[nH]c(=O)c2C#N)CS1,2,3,-6,5,1,1,6,-2
CCn1c(SCC(=O)N(C)CC(=O)Nc2ccc(OC)cc2)nnc1-c1ccco1,17,7,6,-4,1,0,3,-5
COc1ccc(NC(=O)CSc2nc(=O)n(CCN3CCOCC3)c3c2CCC3)c(OC)c1,-4,1,-2,-6,-3,-12,11,3
COc1ccc(NC(=O)C2CCC(CNS(=O)(=O)c3cccs3)CC2)cc1OC (centres undefined),8,10,1,18,0,5,-7,2
CC(=O)N[C@@H](Cc1c[nH]c2ccccc12)C(=O)NC1CC1,1,8,-2,8,-9,-3,-8,4
Cc1ccccc1OCC(=O)Nc1cc(Cl)ccc1Oc1ccccc1,13,10,-3,14,6,1,25,7
CCN(C(=O)c1cc(S(=O)(=O)N2CCCCC2)c[nH]1)c1ccc(OC)cc1,-75,3,-2,-4,1,-3,4,2
COc1ccc(/C=C(\C)c2nc(C)c(-c3ccccc3)c(=O)[nH]2)cc1,-4,-1,0,-6,-5,13,4,-16
Cc1ccc(Cl)c2c(N=Nc3ccccc3)c(O)[nH]c12,20,7,-2,-11,3,-8,-1,4
O=C(Nc1ccc2oc(-c3ccccc3)nc2c1)c1cc(-n2cnnc2)ccc1Cl,-25,-8,2,22,-11,-1,-11,3
